# RXFP1 ag: activates the human relaxin receptor RXFP1; HEK293T-RXFP1 cAMP TR-FRET, 30 min; response scale: percent of porcine relaxin response, buffer zero; Potency, µM (top dose mostly 57.5 µM), for the others: at the highest dose activation, usual class: activators; 0.3% of 370,000 active; active means well fitted activation curve with a large enough effect; further: potency means the concentration at half of the fitted maximal effect; on the % scale 0 is the no-effect control and ±100 the full control effect; nearly all actives have a fitted effect of over 60% in size; many of its hits are not listed in these tables
#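 HEK293 cells stably expressing RXFP1, treated 30 min at 37C with compounds plus PDE4 inhibitor Ro 20174; cAMP measured by HTRF TR-FRET. Normalized to buffer and 29 nM porcine relaxin; EC50 by Hill fit.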
# D2 antagonist: D2 dopamine receptor (human) antagonism | P14416 | HEK293 TREx D2 cells, calcium flux, dopamine EC80 | inhibition, % at 10 µM | 2% of 340,000 active; in the data active means inhibition above about 30%; further: 0% is about no effect
#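 Calcium flux kinetic readout in an inducible HEK293 TREx D2 line plated overnight at 30 C. After 180 s compound exposure, an EC80 dopamine challenge follows with another 180 s kinetic read to detect antagonism.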
# D2 ag: activates the human D2 dopamine receptor; P14416; HEK293 T-REx D2 cells, calcium flux agonist mode; activation, % at 2 µM; 0.53% of 340,000 active; AID 485358;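 active means activation over 3 SD above normal in the single-dose calcium agonist read, cut at about 30% in these data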; further: 0% is about no effect
#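 Tetracycline-induced HEK293 Trex cells with D2 receptor force-coupled to calcium signaling, plated overnight at 30 C and loaded with no-wash calcium dye. Calcium flux read kinetically for 180 s after compound addition; responses flag agonists.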
# TRHR enhancer: allosteric enhancers of human TRH receptor | P34981 | TRHR cells, fluo-8 calcium fluorescence, EC20 TRH enhancement | enhancement, % at 2 µM | 0.66% of 360,000 active; in the data active means enhancement above about 30%; further: 0% is about no effect
# Target sequence (P34981 whole entry, looked up): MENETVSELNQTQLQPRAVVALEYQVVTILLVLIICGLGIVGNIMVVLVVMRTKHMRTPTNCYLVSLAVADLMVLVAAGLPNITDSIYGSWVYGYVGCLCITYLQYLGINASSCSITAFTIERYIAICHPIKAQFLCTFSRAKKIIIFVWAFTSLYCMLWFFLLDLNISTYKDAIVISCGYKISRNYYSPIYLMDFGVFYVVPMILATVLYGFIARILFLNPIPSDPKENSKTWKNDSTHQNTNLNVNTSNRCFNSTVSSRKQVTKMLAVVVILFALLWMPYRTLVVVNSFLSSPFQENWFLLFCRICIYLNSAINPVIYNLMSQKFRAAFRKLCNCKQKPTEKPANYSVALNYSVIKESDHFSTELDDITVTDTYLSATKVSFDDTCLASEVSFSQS
#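 TRHR-expressing cells loaded with fluo-8 calcium dye were read kinetically (ex 480/em 530) during compound addition, then stimulated with an EC20 of TRH (10 nM final). Enhancement of the Gq-mediated intracellular calcium response was scored.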
# D1 antag: human D1 dopamine receptor antagonism; activity change, negative = inhibition, % at 10 µM; 3.2% of 360,000 active; HEK293 TREx D1 cells, calcium flux, dopamine EC80; stronger effect = lower value; in the data active means activity change below about -30%; further: on the % scale 0 is the no-effect control and ±100 the full control effect
# Target sequence (P21728 whole entry, looked up): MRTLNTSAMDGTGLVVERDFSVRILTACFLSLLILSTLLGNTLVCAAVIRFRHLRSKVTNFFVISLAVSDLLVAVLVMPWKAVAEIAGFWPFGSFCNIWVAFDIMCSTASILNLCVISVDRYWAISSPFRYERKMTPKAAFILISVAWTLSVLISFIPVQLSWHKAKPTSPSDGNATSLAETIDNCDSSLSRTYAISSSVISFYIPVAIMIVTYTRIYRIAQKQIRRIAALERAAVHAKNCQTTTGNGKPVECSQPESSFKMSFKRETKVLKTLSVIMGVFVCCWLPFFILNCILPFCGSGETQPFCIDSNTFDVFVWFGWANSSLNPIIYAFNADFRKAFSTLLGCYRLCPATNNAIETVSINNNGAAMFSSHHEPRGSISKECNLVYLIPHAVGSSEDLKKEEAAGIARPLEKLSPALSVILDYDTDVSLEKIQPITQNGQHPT
#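 After overnight tetracycline induction at 30 C, force-coupled D1 HEK293 cells took up a no-wash calcium dye at room temperature. Compounds were added and monitored 180 s, and the response to EC80 dopamine was then recorded.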
# RXFP1 antagonist: RXFP1 (human) relaxin receptor antagonism; HEK293-RXFP1, relaxin-stimulated cAMP HTRF, 30 min; stronger effect = lower value; activity change, negative = inhibition, % at 57.5 µM; 0.59% of 350,000 active; AID 1259400;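 active means activity change of -60% or lower, but not beyond a set lower limit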; further: on the % scale 0 is the no-effect control and ±100 the full control effect
# D2 potentiator: positive allosteric modulators of human D2 dopamine receptor. P14416. HEK293 T-REx D2, calcium flux, EC20 dopamine potentiation. potentiation, % at 10 µM. 0.34% of 340,000 active. AID 485347;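 active means potentiation over 3 SD above the plate norm, cut at about 30% in these data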; further: 0% is about no effect
#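 Potentiation of an EC20 dopamine calcium response measured kinetically over 180 s, after a preceding 180 s compound-only read flagging agonists. Cells: inducible Hek293 Trex D2 line, 4000/well, cultured overnight at 30 C before dye loading.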
# D1 potentiator: enhances dopamine response at the human D1 receptor; P21728; HEK293 TREx D1 cells, calcium flux, dopamine EC20 potentiation; potentiation, % at 10 µM; 0.036% of 360,000 active; AID 504651; in the data active means potentiation above about 30%; further: 0% is about no effect
# D1 agonist: human D1 receptor agonism; 1% of 360,000 active; HEK293 T-REx D1 cells, calcium flux, agonist mode; activation, % at 2 µM; P21728; in the data active means activation above about 30%; further: 0% is about no effect
#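 Agonism was scored from calcium flux recorded over 180 s (1 read/s) after pintool compound addition, following a 10-cycle baseline. Cells were inducible force-coupled HEK293 TREx D1, plated overnight at 30 C and loaded with no-wash calcium dye.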
# * marks the source's active call; other numbers are inactive results; . = no result given. Only part of the results is shown; count on the stated rates, not on these rows.
SMILES,RXFP1 ag,D2 antagonist,D2 ag,TRHR enhancer,D1 antag,RXFP1 antagonist,D2 potentiator,D1 potentiator,D1 agonist
Cc1ccccc1N1CCN(C2CCCN(C(=O)c3cc(C(C)C)[nH]n3)C2)CC1 (stereo not drawn),0.8%,-5,-0.4,22,-23,-8,-14,-3,2
O=C(CCCCn1c(=O)[nH]c2ccsc2c1=O)N1CCN(c2cccc(Cl)c2)CC1,6.3%,.,0.1,1,-36*,.,-8,-1,4
Nc1ccc(-c2c3ccc(=O)cc-3oc3cc(O)ccc23)cc1C(=O)O,-0.2%,-33,92*,22,-1,-23,-5,1,245*
Cc1ccsc1C(C(=O)NC1CCCCC1)N(C(=O)c1csnn1)C1CC1 (stereo not drawn),1.2%,-13,0.8,-1,17,17,4,-2,1
CCOc1ccc(NC(=O)CN2CCN(C3c4ccccc4-c4ccccc43)CC2)cc1,0.6%,2,0.1,-3,12,-9,-2,-2,0
CCCc1nnc(SCC(=O)Nc2nccs2)o1,-3.5%,-36,0.2,22,-5,0,-12,4,0
CC(C)c1ccc(S(=O)(=O)NCc2ccc3c(c2)CCN3C(=O)c2ccccc2)cc1,8.1%,.,-0.5,3,-20,4,-1,-1,-1
CCOC(=O)C1CCCN(C(=O)CSc2ccc(Br)cc2)C1 (stereo not drawn),-3.7%,6,0.3,-2,-14,-8,-8,-2,3
Cc1ccc(S(=O)(=O)NCc2ccccc2)cc1C(=O)NC(C)c1ccc(S(N)(=O)=O)cc1 (stereo not drawn),1.0%,-1,0.7,2,5,-2,2,0,3
Cc1cc(C(=O)Nc2ccc(F)cc2)c2ccccc2n1,4.0%,5,-0.2,-2,-8,-8,18,-7,4
CC1CCCC(C)N1C(=O)Cn1c(=O)sc2ccccc21 (stereo not drawn),1.8%,3,0.0,-7,-23,-9,-12,-4,2
CCN1CCN(c2cc(SC(C)C)nc(-c3ccc(OC)cc3)n2)CC1,2.0%,0,0.3,6,58,.,-6,1,16
Nc1cc(S(=O)(=O)Nc2cc(Cl)ccc2Cl)ccc1N1CCOCC1,7.5%,4,-0.7,0,1,10,-2,-4,3
Cc1cccc(NC(=O)CSc2nc(C)cc(C)c2C(=O)Nc2ccc(Cl)cc2)c1,0.0%,.,4.9,-5,30,-35,-13,-2,21
O=S(=O)(c1cccc2ccccc12)N1CCN(c2ccc(Cl)c(Cl)c2)CC1,-2.3%,.,-0.5,-6,-21,.,-8,-6,0
COc1ccc([N+](=O)[O-])cc1NCC(=O)Nc1cc(S(=O)(=O)N2CCCCC2)ccc1C,0.9%,-5,0.1,-14,2,-2,-7,6,1
O=C(Nc1nnc(SCc2ccc(F)cc2)s1)c1ccco1,-0.2%,13,3.7,4,-22,-11,-6,-4,2
CN(CC(=O)Nc1ccccc1Br)C(=O)c1cccc([N+](=O)[O-])c1,3.6%,-6,0.4,5,-19,-15,6,-8,0
COc1ccc(N2C(=O)CC(N(Cc3ccc(S(N)(=O)=O)cc3)C(C)=O)C2=O)cc1 (stereo not drawn),0.2%,-8,0.5,-2,-3,-10,2,0,2
CCOC(=O)N1CCC(NC(=O)c2cnn(-c3ccc(C)cc3)c2-n2cccc2)CC1,0.0%,.,-0.7,-1,6,19,-1,0,-1
COc1cccc(CN(C)C(=O)CSC(C)C(=O)Nc2cc(C)on2)c1OC (stereo not drawn),2.3%,-3,-0.5,-3,5,3,12,7,1
CC(C)Oc1ccc(C(=O)Nc2c(C(=O)Nc3cccc(F)c3)oc3ccccc23)cc1,4.0%,.,-0.2,-7,3,.,-12,-1,3
Cn1c(SCC(=O)Nc2ccccc2)nnc1-c1ccc(NC(=O)CCc2ccccc2)cc1,4.3%,7,0.8,-5,-15,-12,-10,-6,5
COc1ccc(Br)c(C(=O)Nc2ccc(F)cc2)c1,-3.9%,16,0.9,3,1,-4,4,-2,1
Nc1nn(-c2cccc(F)n2)cc1-c1ccc(Cl)cc1,1.8%,-2,-0.3,-3,-10,-14,-1,-3,0
CCOC(=O)c1c(-c2ccc(C)o2)csc1NC(=S)NC(=O)c1ccccc1Br,1.0%,-12,0.1,-2,7,-14,5,-2,5
O=C(N=Nc1c(O)[nH]c2ccccc12)c1ccc2c(c1)OCO2,0.0%,.,.,-1,8,11,2,-4,1
CC(c1ccco1)N(C(=O)COc1ccc(Cl)cc1)c1ccccn1 (stereo not drawn),-2.0%,-5,0.0,-5,-5,9,-1,3,0
O=C(CSc1nc2nn(-c3ccccc3)c(=O)c-2c2n1CCCCC2)NCCc1ccccc1,0.2%,-7,-0.1,4,5,2,3,-6,3
CC(=O)Nc1cccc(NC(=O)CCNC(=O)c2ccccc2)c1,3.0%,-16,0.0,6,3,-9,5,-3,5
CCCn1c(SCC(=O)NC(C)c2ccccc2)n[nH]c1=O (stereo not drawn),2.5%,7,0.0,-5,-1,0,0,-5,0
O=C(NCCc1ccc(C(F)(F)F)cc1)C1CC(=O)N(Cc2ccccc2)C1 (stereo not drawn),-0.4%,-3,-1.8,5,-2,-3,0,-1,1
CC(C)CCN1CC(C(=O)NCc2ccccc2)CC1=O (stereo not drawn),0.4%,3,-0.5,3,-7,-6,-10,0,4
O=C(c1ccc(Cl)cc1)c1cnc(Nc2ccccc2Cl)s1,17%,-15,1.5,8,-6,13,-6,-5,1
O=C(C1=NN[C@@H]2C(=O)N(c3ccccc3C(F)(F)F)C(=O)[C@H]12)c1cnccn1,0.4%,-9,0.6,1,16,0,-1,0,5
COCCCNCC1C(Oc2ccc(Cl)cc2)C(=O)N1c1ccccc1C (stereo not drawn),-0.4%,10,1.6,10,-2,-10,-27,-7,9
Cc1ccc(Cl)c(NC(=O)CN2CCNC(=O)C2)c1Cl,0.2%,0,0.6,0,2,12,-1,1,1
C=CCn1c(C(c2ccccc2)c2ccccc2)n[nH]c1=S,2.7%,-2,0.1,-8,6,1,2,1,2
CC(=O)c1cccc(CN2CCC(CO)(Cc3ccccc3)CC2)c1,0.7%,3,0.4,-6,-2,-1,-16,6,1
Clc1cccc(CNc2cc(-c3ccccc3)nc3nncn23)c1,12%,.,-0.2,-5,-5,-8,2,2,6
NC(=O)CN1CCN(C2CC(=O)N(CCc3ccccc3)C2=O)CC1 (stereo not drawn),1.8%,8,0.7,1,-12,14,7,-3,6
Cc1c(O)ccc(C(=O)CN2CCN(Cc3ccccc3)CC2)c1O,-1.4%,-21,-0.6,-4,-6,-7,-29,-2,2
CCOC(=O)CSc1nc2ccc(NC(=O)c3ccccc3F)cc2s1,-6.5%,.,-0.6,-7,-12,.,14,0,3
O=C1C(Cl)=C(Nc2ccccc2O)C(=O)N1c1ccccc1,-0.7%,7,0.4,-7,-4,-18,-8,-6,7
O=C(CSc1nnc(-c2ccccc2)o1)Oc1ccc(Br)cc1,6.3%,-1,0.0,-17,-21,-8,-1,-3,3
COc1ccc(OC)c(S(=O)(=O)N2Cc3ccccc3CC2C(=O)Nc2ccc(C(C)=O)cc2)c1 (stereo not drawn),1.2%,.,0.7,-7,-1,-8,4,-2,6
C/C(=N\NC(=O)c1cc(C)oc1C)c1ccc2c(c1)OCO2,4.0%,-6,-0.3,-1,3,-19,1,2,7
Cc1ccnc(NC(=O)C(Cc2ccccc2)NC(=O)c2ccccc2)c1 (stereo not drawn),1.9%,-9,0.6,1,7,-2,11,3,4

# Gathered by group: the entries above with a CF3 group.
SMILES,RXFP1 ag,D2 antagonist,D2 ag,TRHR enhancer,D1 antag,RXFP1 antagonist,D2 potentiator,D1 potentiator,D1 agonist
O=C(NCCc1ccc(C(F)(F)F)cc1)C1CC(=O)N(Cc2ccccc2)C1 (stereo not drawn),-0.4%,-3,-1.8,5,-2,-3,0,-1,1
O=C(C1=NN[C@@H]2C(=O)N(c3ccccc3C(F)(F)F)C(=O)[C@H]12)c1cnccn1,0.4%,-9,0.6,1,16,0,-1,0,5

# New compounds follow:
SMILES,RXFP1 ag,D2 antagonist,D2 ag,TRHR enhancer,D1 antag,RXFP1 antagonist,D2 potentiator,D1 potentiator,D1 agonist
CC(C)(C)OC(=O)N1CCC(c2c(C(=O)N3CCc4ccccc4C3)cnn2-c2ccc(Cl)cc2)CC1,0.3%,.,0.0,7,9,-12,-3,-3,4
Cc1ccc(OCC(=O)N2CCCC(CCC(=O)N(C)CCc3ccccn3)C2)cc1 (stereo not drawn),0.1%,0,0.5,3,-2,-2,-2,-3,1
Cc1cc(C)cc(NC(=O)COC(=O)c2n[nH]c3ccccc23)c1,1.2%,-9,0.7,1,-10,-25,1,3,8
COc1cccc2sc(Nc3nc(C)c(C(C)=O)s3)nc12,-2.0%,14,-0.2,1,-11,-24,9,-4,4
O=C(O)CSc1cc(NS(=O)(=O)c2ccc(Br)cc2)c2ccccc2c1O,0.2%,1,-0.3,-1,-4,8,1,9,1
CCCn1nnnc1NCc1cccc(OC)c1OC,1.6%,-3,0.2,-4,2,-16,14,-3,4
O=C(NN1CCOCC1)c1ccc(F)cc1,1.2%,-8,0.9,-2,6,4,11,2,3
CCOc1ccc(N(C(=O)CNS(=O)(=O)c2ccccc2)C(CC)C(=O)NCc2ccco2)cc1 (stereo not drawn),-0.2%,-9,-0.5,2,-18,-18,-3,0,2
O=C(N/N=C/c1ccc(Br)o1)c1cc([N+](=O)[O-])cc([N+](=O)[O-])c1,0.6%,-5,-0.4,3,0,10,-14,-1,0
CC1=NN(c2ccccc2)C(=O)/C1=C/c1c(O)n(-c2ccc(F)cc2)[nH]c1=O,0.5%,4,-2.3,2,-6,.,0,-1,1
COc1cc2c(cc1OC)C(c1cccs1)N(C(=O)C(C)C)CC2 (stereo not drawn),2.9%,-14,-0.7,-4,-78*,-2,7,-11,-1
COc1cc(/C=C/C(=O)N2CCCN(C(=O)/C=C/c3cc(OC)c(OC)c(OC)c3)CC2)cc(OC)c1OC,-0.2%,-32,2.1,24,16,-8,-5,-2,3
COc1ccc(-n2cnc3cc(NC(=O)c4ccco4)ccc32)cc1,1.7%,-9,0.2,2,8,-2,15,-8,1
O=C(CNC(=S)N(Cc1ccccc1)Cc1ccccc1F)NCc1ccc(Cl)cc1,0.3%,7,0.5,6,-19,-18,11,-2,16
CC(=O)Nc1cccc(NC(=O)c2cccc(OCc3ccccc3)c2)c1,0.9%,14,0.2,-3,-9,-19,-10,-6,10

# Reprinted at random: 3 records from the list, in no set order.
SMILES,RXFP1 ag,D2 antagonist,D2 ag,TRHR enhancer,D1 antag,RXFP1 antagonist,D2 potentiator,D1 potentiator,D1 agonist
O=C(O)CSc1cc(NS(=O)(=O)c2ccc(Br)cc2)c2ccccc2c1O,0.2%,1,-0.3,-1,-4,8,1,9,1
COc1ccc(N2C(=O)CC(N(Cc3ccc(S(N)(=O)=O)cc3)C(C)=O)C2=O)cc1 (stereo not drawn),0.2%,-8,0.5,-2,-3,-10,2,0,2
Cc1ccsc1C(C(=O)NC1CCCCC1)N(C(=O)c1csnn1)C1CC1 (stereo not drawn),1.2%,-13,0.8,-1,17,17,4,-2,1

# From PubChem
